Screening results from PubChem.
dFosB activator = activators of delta FosB homodimer, primary screen, biochemical, fluorescence polarization, TAMRA-CDK5 oligo, single point. 340,000 tested, 0.99% active. Protein FosB (Mus musculus), P13346. activation, % at 25 µM. purified delta FosB; percent of positive-control signal above neutral wells;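 active = mean activation above about 17%, with every replicate also reaching it, limit read from the data, passing the limit was not always enough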;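 note: fluorescence polarization rise as delta FosB binds a TAMRA Cdk5 AP-1 oligo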
Target sequence (P13346 whole entry, looked up): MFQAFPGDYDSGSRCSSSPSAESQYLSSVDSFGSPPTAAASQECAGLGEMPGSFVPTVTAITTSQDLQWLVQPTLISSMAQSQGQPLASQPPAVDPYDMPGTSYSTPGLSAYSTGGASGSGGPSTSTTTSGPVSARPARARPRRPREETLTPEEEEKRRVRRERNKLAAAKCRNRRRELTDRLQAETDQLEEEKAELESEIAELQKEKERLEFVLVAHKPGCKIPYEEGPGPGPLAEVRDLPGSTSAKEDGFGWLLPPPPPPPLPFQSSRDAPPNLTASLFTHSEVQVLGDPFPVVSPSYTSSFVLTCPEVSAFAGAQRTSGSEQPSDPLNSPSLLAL
PfHsp90 set2 = growth inhibition of PfHsp90-expressing yeast, primary screen, antimalarial PfHsp90 inhibitor project, S. cerevisiae, BacTiter-Glo luminescence, single point, set 2 | 310,000 tested, 0.32% active | BacTiter-Glo ATP, 48 h; yeast lacking PDR1 and PDR3 efflux regulators | inhibition, % at 9.4 µM;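 active = every replicate shows inhibition above about 80%, whatever the replicate mean, limit read from the data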;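 note: 0% = DMSO neutral controls and 100% = 20 µM radicicol positive controls; yeast relying on Plasmodium falciparum Hsp90 in place of its own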
PvdQ inh = P. aeruginosa PvdQ acylase inhibitors, primary screen, biochemical, fluorescence, plate reader and imaging, single point; 340,000 tested, 0.063% active; purified PvdQ acylase; inhibition, % at 10 µM; AID 488965, 2010; in the data active = inhibition above about 30%, passing the limit was not always enough;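 note: 0% = vehicle neutral wells and 100% = reference inhibitor wells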
MITF act = activators of MITF-driven TRPM1 promoter reporter, primary screen, cell-based, SK-MEL-5, luciferase, single point | activation, % at 12.5 µM | AID 588334, 2011 | 300,000 tested, 0.75% active | SK-MEL-5 TRPM1-promoter luciferase, 24 h; % of positive control, neutral wells = 0;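 active = mean activation of at least 80% with every replicate also reaching 80%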;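 note: 0% = neutral control wells and 100% = parthenolide positive control wells; values of inactives mirror those of a sister screen read the other way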
SR-BI HDL uptake = inhibitors of SR-BI mediated HDL lipid uptake, primary screen, ldlA[mSR-BI] cells, fluorescence, single point. AID 488896, 2010. 320,000 tested, 0.96% active. inhibition, % at 12.5 µM. Scavenger receptor class B member 1 (Mus musculus), Q61009. ldlA[mSR-BI] CHO cells, DiI-HDL uptake fluorescence, 3 h;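 active = mean replicate inhibition of at least 70% and a set share of replicates each scoring 70 or more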;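 note: 0% = median of neutral control wells and 100% = median of positive control wells; values of inactives mirror those of a sister screen read the other way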
Target sequence (Q61009 whole entry, looked up): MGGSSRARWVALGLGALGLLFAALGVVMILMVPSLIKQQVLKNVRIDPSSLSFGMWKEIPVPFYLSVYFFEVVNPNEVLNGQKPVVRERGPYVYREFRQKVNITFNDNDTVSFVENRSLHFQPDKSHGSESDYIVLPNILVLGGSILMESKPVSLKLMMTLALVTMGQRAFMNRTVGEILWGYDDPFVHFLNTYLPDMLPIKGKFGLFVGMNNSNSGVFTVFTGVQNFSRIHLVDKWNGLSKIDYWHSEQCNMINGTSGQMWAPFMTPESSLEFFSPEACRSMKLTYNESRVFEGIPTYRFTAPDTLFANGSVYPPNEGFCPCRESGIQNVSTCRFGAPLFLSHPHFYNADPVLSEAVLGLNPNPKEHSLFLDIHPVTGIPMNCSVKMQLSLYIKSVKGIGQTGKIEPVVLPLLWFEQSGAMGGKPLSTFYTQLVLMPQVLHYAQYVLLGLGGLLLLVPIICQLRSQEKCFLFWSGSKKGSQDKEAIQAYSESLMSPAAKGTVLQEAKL
CAL PDZ FP-1 = untagged CAL PDZ binding inhibitors, primary screen, biochemical, fluorescence polarization, HTS | Golgi-associated PDZ and coiled-coil motif-containing protein (Homo sapiens), Q9HD26 | purified CAL PDZ, TMR-peptide fluorescence polarization, 1 h | inhibition, % at 24.9 µM | 300,000 tested, 0.92% active | AID 602252, 2012;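 active = mean inhibition of at least 30% with at least half of replicates also reaching 30%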;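 note: 0% = DMSO neutral control and 100% = excess unlabeled competitor peptide PRC23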
SR-BI uptake up = activators of SR-BI mediated DiI-HDL uptake, primary screen, ldlA[mSR-BI] CHO cells, DiI fluorescence. 3 h; 100 = double the neutral-control signal. activation, % at 12.5 µM. 320,000 tested, 0.096% active. AID 504775, 2011;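 active = mean replicate activation of at least 60% and every replicate at or above 60%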;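 note: 0% = median plate neutral-control signal and 100% = twice that signal; values of inactives mirror those of a sister screen read the other way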
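System: LDL receptor-deficient CHO ldlA cells overexpressing murine SR-BI | Timing: 3 h uptake period with compound, 37 °C | Medium: HEPES-buffered (25 mM, pH 7.4) F12 plus 0.5% BSA | Dosing: Single-point compound dose | Signal: Bottom-read fluorescence, 550/595 nm | Read-out: Retained DiI signal reflecting DiI-HDL uptake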
Rtt109 Vps75 = inhibitors of C. albicans Rtt109/Vps75 HAT, primary screen, biochemical, ThioGlo CoA-SH fluorescence, plate reader | Histone acetyltransferase RTT109 (Candida albicans (strain SC5314 / ATCC MYA-2876)), … | purified Rtt109/Vps75, 4 h | inhibition, % at 34.9 µM | 330,000 tested, 0.16% active;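 active = inhibition of at least 50% in every replicate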
NSD2 inh = NSD2 histone methyltransferase inhibitors, primary screen, biochemical, AlphaScreen, single concentration, set 2; Histone-lysine N-methyltransferase NSD2 (Homo sapiens), O96028; NSD2 peptide methylation, 120 min; inhibition, % at 12.5 µM; 310,000 tested, 0.54% active; in the data active = inhibition above about 50%
CAL PDZ FP-2 = CAL PDZ peptide-binding inhibitors, primary screen, biochemical, fluorescence polarization, Cer-tagged CAL PDZ, HTS | Golgi-associated PDZ and coiled-coil motif-containing protein (Homo sapiens), Q9HD26 | purified CAL PDZ, TMR-peptide fluorescence polarization, 1 h | inhibition, % at 20 µM | 330,000 tested, 0.02% active | AID 504414, 2011;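 active = highest replicate inhibition of at least 40%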;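 note: plate controls were DMSO neutral control wells for no effect and unlabeled competitor peptide control wells for full effect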
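material = purified tagged CAL PDZ domain construct (CerCALP) | compound dosing = 20 µM, one dose | times = 1 h at RT | measured by = fluorescence polarization from S- and P-plane intensities, G-factor corrected | read-out = inhibition from polarization loss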
* hit, by the source's call; · = no result given.

SMILES	dFosB activator	PfHsp90 set2	PvdQ inh	MITF act	SR-BI HDL uptake	CAL PDZ FP-1	SR-BI uptake up	Rtt109 Vps75	NSD2 inh	CAL PDZ FP-2
COc1ccc(NC(=O)C(=O)NCCCO)cc1Cl	-1.9	4.5	-2.1	16.9	-2.5	-0.8	2.5	·	1.9	-1.2
CCOC(=O)c1ccc(NC(=O)c2ccc(NC(=O)c3ccccc3)cc2)cc1	3.1	-10.3	-7.4	10.1	6.1	-3.8	-6.1	-5.5	-1.3	-2.3
Cc1csc2ncc(C(=O)NCc3ccco3)c(=O)n12	-3.4	8.8	-5.4	-8.3	-4.6	-7.3	4.6	3.3	3.5	-3.0
CCN1C(=O)c2cccc3c(S(=O)(=O)Nc4ccc(O)c(C(=O)O)c4)ccc1c23	-7.4	-19.2	-10.5	8.3	-25.0	·	·	7.0	2.7	-2.4
CC(=O)Nc1ccc(S(=O)(=O)Nc2nc3c(s2)CCCC3)cc1	-1.8	5.7	-15.7	-7.4	-14.0	-1.0	14.0	1.8	2.5	-1.5
O=C(NC1CC2CCCC(C1)N2C(=O)Nc1ccccc1)c1ccccc1 (configuration not stated)	-4.3	-4.1	-9.8	1.4	-0.9	1.0	0.9	-7.8	-0.5	-2.6
Cc1noc(C)c1COc1ccccc1C(=O)N1CCN(S(=O)(=O)c2ccc(F)c(F)c2)CC1	-7.7	11.9	6.6	24.0	-31.4	-4.6	31.4	9.9	-2.7	-1.8
NC1=NC(c2cn(-c3ccccc3)nc2-c2cccs2)n2c(nc3ccccc32)N1 (configuration not stated)	36.8*	11.6	-11.4	7.6	-5.8	-2.9	5.8	-12.5	6.5	-0.8
CC(=O)N1CCC(C(=O)Nc2ccccc2)(N(Cc2ccccc2)C(=O)c2cccnc2)CC1	4.4	-12.2	-10.0	28.3	-30.3	-2.4	30.3	-5.1	-0.6	-0.3
O=C(CSc1nnc(CNC(=O)c2ccco2)o1)Nc1ccc(Cl)cc1	-3.7	-4.5	-13.5	12.8	-37.8	-1.8	37.8	-7.2	4.4	-1.5
C=CCOn1c(=O)c(-c2ccc(C)cc2)[n+]([O-])c2ccccc21	2.5	-0.5	-5.6	2.9	6.8	-4.0	-6.8	3.3	-1.3	0.0
CC1(C)CC(=O)C(C=NCCN2CCN(C(=O)c3ccc(Br)cc3)CC2)=C(O)C1	-3.1	-13.2	-2.4	10.7	-21.2	-2.4	21.2	-1.6	-3.4	-0.3
O=C(CCSCc1cccc(Cl)c1)NCCc1ccccc1	-4.3	-1.3	-10.1	2.3	-25.5	-2.0	25.5	0.3	-1.1	-2.3
CC(=O)c1cc2c(cc1N/C(=N/S(=O)(=O)c1ccc(Br)cc1)c1ccccc1)OCO2	62.4*	-26.4	-4.1	-12.0	50.9	·	-50.9	-7.8	-1.1	-4.3
CCOc1ccc(Nc2nc3c(c(=O)[nH]2)CCCC3)cc1	-3.4	19.5	7.7	28.4	3.5	0.6	-3.5	-10.3	7.2	-0.8
Oc1oc(-c2ccc(Br)cc2)nc1/C=N/c1ccccn1	-0.8	17.6	-3.0	49.4	-9.9	0.0	9.9	-3.1	-2.4	-4.0
CC(C)c1ccc(S(=O)(=O)N2CCN(C(=O)C3CCCCC3)CC2)cc1	-13.5	-8.2	-6.8	-12.0	-9.9	·	9.9	-1.0	5.6	-0.3
C[C@H](CO)N1C[C@H](C)[C@@H](CN(C)C(=O)NC2CCCCC2)Oc2ccc(NS(=O)(=O)c3ccc(F)cc3)cc2C1=O	-3.3	12.5	-7.1	4.2	-4.0	-0.7	4.0	4.6	·	1.0
COc1cc(C2c3sc(=O)[nH]c3SC3C(=O)N(c4ccc(C)cc4)C(=O)C32)ccc1O (configuration not stated)	-0.4	-10.6	5.5	1.8	·	-0.3	·	7.8	1.8	-3.6
O=C(NCC1CCCO1)C1CC(=O)N(C2CCCC2)C1 (configuration not stated)	1.0	·	-6.8	9.5	-30.1	-6.0	30.1	4.4	-0.4	-0.2
Nc1nonc1-n1nnc(C(=O)N/N=C/c2ccc(OCc3ccccc3F)cc2)c1CNc1ccccc1	-12.4	2.2	-4.1	37.2	52.0	-3.8	-52.0	6.6	·	-1.9
Cc1ccnc(NC(=O)Nc2ccc(F)cc2)c1	-11.3	-6.6	-13.5	42.2	1.1	-3.7	-1.1	-2.0	8.5	-0.5
Cc1c(Cl)cccc1NC(=O)CSc1ncnc2c1cnn2CCc1ccccc1	5.4	9.7	-2.9	15.8	15.1	-4.5	-15.1	-1.3	-1.1	-1.3
CCCC(=O)n1nc(-c2ccco2)nc1SCc1ccccc1	-1.6	-6.9	-7.5	47.4	-1.4	-0.6	1.4	9.3	·	-1.1
COc1ccc(NC(=O)C2=CC(c3ccc(OC)c(OC)c3)=NS(=O)(=O)N2C)cc1	0.1	5.4	19.9	·	37.1	-3.1	-37.1	4.3	·	-0.3
COc1ccc2oc(C(=O)NCc3ccccc3CN3CCCC3)c(C)c2c1	-2.9	-2.4	9.4	·	20.7	-6.0	-20.7	-2.5	1.9	-1.4
S=C1NC[C@H](Cc2ccccc2)N1CCCCC1CCCCC1	0.0	4.8	-7.8	-35.5	6.5	-2.8	-6.5	-1.6	·	0.7
CCOC(=O)c1cccc(NC(=O)CCc2nnc3ccc(N4CCN(C)CC4)nn23)c1	-25.7	11.2	-8.3	11.6	-25.3	-4.0	25.3	-9.0	3.7	-3.4
O=C(C[C@H]1C/C=C\C[C@H](NC(=O)OCC2c3ccccc3-c3ccccc32)C(=O)OC[C@@H]2CCCN2C1=O)NCCO	-7.8	1.6	-11.4	8.9	-9.2	-0.4	9.2	12.9	·	-0.1
COc1ccc(-c2[nH]ncc2CN2CCN(c3ccc(F)cc3)CC2)cc1	-8.2	15.0	-9.8	-2.3	13.8	-0.2	-13.7	1.5	2.5	0.1
CCOC(=O)N1CCN(C(=O)C2CCN(S(=O)(=O)N(CC)CC)CC2)CC1	3.5	10.2	-4.6	14.5	-9.8	0.8	9.8	-16.8	3.5	0.2
Cc1cc(C)n(C(CC(=O)N2CCc3ccccc3C2)C(=O)O)n1 (configuration not stated)	2.5	·	3.9	-3.8	-14.1	·	14.1	-3.4	4.1	-1.5
O=C(NC(=S)Nc1cc([N+](=O)[O-])ccc1O)c1ccc2c(c1)OCO2	-0.2	-6.0	-6.8	46.0	-23.2	-0.1	23.2	6.1	1.6	-2.4
O=S(=O)(c1ccc(Br)cc1)c1nc(-c2ccccc2)oc1NCc1cccnc1	-4.7	2.0	-7.8	-0.4	-13.1	-1.9	13.1	-6.2	4.9	-1.2
COC(=O)Cc1c[nH]c2ccc(OCC(O)CNC(C)C)cc12 (configuration not stated)	-1.4	·	1.6	6.7	-6.2	-1.5	6.2	14.8	17.4	-2.6
O=c1c2c(c(-c3ccccc3)nn1Cc1ccccc1)CCCC2	-5.5	1.9	2.7	-5.6	-2.6	-2.1	2.6	-9.2	-1.6	-1.1
COc1ccc(OC)c(/C=N/N=C2\SCC(=O)N2Cc2ccco2)c1	-8.2	-3.0	-9.8	1.1	15.5	0.4	-15.5	3.9	0.5	-1.3
CCOC(=O)C/C(C)=N/NC(=O)CNc1cccc(Cl)c1C	2.8	-15.8	-20.2	-1.8	-3.5	-1.2	3.5	-1.9	·	0.0
COc1ccc(-c2nnc(SCC(=O)N3CCOCC3)o2)cc1OC	-2.2	-12.9	-6.7	-2.5	-4.4	·	4.4	-16.6	·	-0.5
O=C(CN1C(=O)NC(c2ccccc2)(c2ccccc2)C1=O)Nc1cccnc1Cl	-4.7	-2.2	-20.3	-0.2	-5.4	·	5.4	-11.2	-2.9	-0.6

2 records drawn at random from the list so far, as already listed:
SMILES	dFosB activator	PfHsp90 set2	PvdQ inh	MITF act	SR-BI HDL uptake	CAL PDZ FP-1	SR-BI uptake up	Rtt109 Vps75	NSD2 inh	CAL PDZ FP-2
O=C(CN1C(=O)NC(c2ccccc2)(c2ccccc2)C1=O)Nc1cccnc1Cl	-4.7	-2.2	-20.3	-0.2	-5.4	·	5.4	-11.2	-2.9	-0.6
COc1ccc(OC)c(/C=N/N=C2\SCC(=O)N2Cc2ccco2)c1	-8.2	-3.0	-9.8	1.1	15.5	0.4	-15.5	3.9	0.5	-1.3

The list continues:
SMILES	dFosB activator	PfHsp90 set2	PvdQ inh	MITF act	SR-BI HDL uptake	CAL PDZ FP-1	SR-BI uptake up	Rtt109 Vps75	NSD2 inh	CAL PDZ FP-2
Cc1ccc(C(=O)Nc2ccc(Cl)cn2)cc1S(=O)(=O)N1CCOCC1	-8.5	4.6	-13.5	13.2	32.5	-0.5	-32.5	-13.8	-2.4	-0.2
CCc1ccc(S(=O)(=O)NCc2csc(C)n2)s1	0.9	5.1	-7.6	-12.6	-7.9	1.4	7.9	4.2	19.1	-0.9
Cc1cc(C(=O)OCC(=O)N2CCc3ccccc32)c(C)o1	-8.5	5.0	-6.2	57.7	6.9	5.5	-6.9	-11.8	2.2	-0.2
COc1ccccc1N(CC(=O)NC1CCCCC1)C(=O)CCC(=O)Nc1nccs1	-0.5	-22.9	-5.8	2.1	7.7	-4.1	-7.7	1.0	-2.6	-2.3
Cc1nn(-c2ccccc2)c(C)c1C(=O)Nc1nnc(-c2ccco2)o1	1.5	-35.4	-6.7	-6.3	-10.3	-1.4	10.3	7.4	0.1	-1.6
Cc1ccc(N2CC(C(N)=O)CC2=O)cc1 (configuration not stated)	-2.8	29.2	-11.9	7.9	-17.0	4.5	17.0	-1.3	-7.5	-2.9
O=C(O)CCc1ccc(-c2ccc(Cl)cc2)n1CC(=O)Nc1ccccc1	-13.4	1.2	-5.9	3.8	-9.8	-2.3	9.8	-0.4	5.9	-3.2
CC1CCN(CCCNC(=O)CN2C(=O)CSc3ccc(S(=O)(=O)N4CCOCC4)cc32)CC1	-3.8	-6.9	2.8	7.2	-12.1	3.0	12.1	2.8	3.2	-3.6
CCOC(=O)c1ccc(S(=O)(=O)N2CCN(CC3CC=CCC3)CC2)cc1 (configuration not stated)	-0.9	·	-7.5	-2.1	-38.1	-2.5	38.1	1.5	0.8	-0.2
